# Assay outcomes from PubChem BioAssay.
# DRD3 agonist – D3 dopamine receptor (human) agonism; AID 652048; D3R DiscoveRx beta-arrestin cells, luminescence, 90 min; P35462; 0.58% of 410,000 active; max activation, %; in the data active means max activation above about 30%; further: 0% is about no effect; mostly tested at two doses, the higher about 12 µM
#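 Agonist-mode cell screen: cells plated at 1500/well and incubated overnight at 37 °C, then exposed to library compounds for 90 min at 37 °C. Detection reagent was added for 30–60 min at room temperature, and luminescence was read.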
# Abeta rescue – restores growth of yeast expressing A-beta42 peptide | yeast expressing A-beta42, growth rescue, OD600, 48 h; response scale: 0% DMSO, 100% iron-clioquinol control | Potency, µM (series often up to 46.1 µM), without a hit: top-dose growth rescue, usual class: activators | 0.063% of 410,000 active | AID 1347071; further: potency means the concentration at half of the fitted maximal effect; nearly all actives have a fitted effect of over 55% in size
#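 Yeast A-beta toxicity model in growth medium with pinned compounds, 48 h at 30 C; growth read as absorbance at 600 nm. Normalized to FeCl3/clioquinol equimolar mix (positive) and DMSO (negative).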
# TDP43 rescue – rescues yeast growth from TDP-43 toxicity. TDP-43 expressing yeast growth rescue, BacTiter-Glo, 24 h. Potency, µM (highest dose often 46.1 µM), for the others: top-dose growth rescue (activation), usual class: activators. 1.8% of 410,000 active. AID 652104; further: potency means the concentration at half of the fitted maximal effect; % of control where 0% means no effect; nearly all actives have a fitted effect of over 50% in size
#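 Readout is BacTiter-Glo luminescence of cell growth, so inhibitors register as activators. TDP-43-expressing yeast at OD600=0.02 in galactose medium, after raffinose pregrowth to mid-log, were incubated with compound for 24 hr at 30 deg C.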
# EPAC2 agonist – EPAC2 (human) agonism; AID 720711; EPAC2 activation, biochemical qHTS; response scale: 100% = 6.5 mM cAMP response; Potency, µM (top dose mostly 154 µM), for the others: top-dose activation, actives largely listed as activators; Q8WZA2; 0.079% of 360,000 active; further: potency means the concentration at half of the fitted maximal effect; nearly all actives have a fitted effect of over 50% in size
# Target sequence (Q8WZA2 whole entry, looked up): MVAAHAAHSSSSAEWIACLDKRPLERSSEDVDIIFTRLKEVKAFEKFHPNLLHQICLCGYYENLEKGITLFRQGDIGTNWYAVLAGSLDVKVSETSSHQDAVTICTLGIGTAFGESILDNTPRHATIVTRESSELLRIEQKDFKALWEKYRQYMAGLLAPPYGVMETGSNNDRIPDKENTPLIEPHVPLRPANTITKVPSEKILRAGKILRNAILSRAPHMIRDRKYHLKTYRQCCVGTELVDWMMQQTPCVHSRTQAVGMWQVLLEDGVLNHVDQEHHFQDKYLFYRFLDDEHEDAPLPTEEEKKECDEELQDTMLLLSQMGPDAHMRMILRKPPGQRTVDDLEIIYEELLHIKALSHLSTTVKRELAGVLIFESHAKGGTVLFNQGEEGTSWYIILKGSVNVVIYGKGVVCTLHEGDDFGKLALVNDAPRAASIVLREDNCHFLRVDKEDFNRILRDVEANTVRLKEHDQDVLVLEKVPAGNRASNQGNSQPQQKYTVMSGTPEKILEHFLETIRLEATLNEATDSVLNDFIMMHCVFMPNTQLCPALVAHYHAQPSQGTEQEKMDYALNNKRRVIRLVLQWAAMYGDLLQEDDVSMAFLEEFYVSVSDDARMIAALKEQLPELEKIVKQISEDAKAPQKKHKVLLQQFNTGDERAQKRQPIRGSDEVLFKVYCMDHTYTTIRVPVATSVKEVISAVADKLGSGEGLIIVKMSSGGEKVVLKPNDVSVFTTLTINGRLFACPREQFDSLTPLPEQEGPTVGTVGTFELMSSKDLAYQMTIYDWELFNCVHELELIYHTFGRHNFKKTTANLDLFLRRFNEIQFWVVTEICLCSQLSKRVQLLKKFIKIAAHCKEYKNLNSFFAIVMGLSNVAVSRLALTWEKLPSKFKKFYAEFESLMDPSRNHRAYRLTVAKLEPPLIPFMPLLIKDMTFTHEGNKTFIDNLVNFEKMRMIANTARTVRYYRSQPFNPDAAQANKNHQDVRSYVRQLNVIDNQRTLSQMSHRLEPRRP
#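 qHTS, titration series. 100 nM EPAC2 / 250 nM Rap1B-BODIPY-GDP / 50 uM GDP; RT; ex 480/em 540 nm, 5-min reads to 30 min. Norm. to 6.5 mM cAMP = activation.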
# aSyn yeast inh – rescues yeast growth from alpha-synuclein toxicity; Yeast expressing alpha-synuclein, growth rescue, BacTiter-Glo, 24 h; Potency, µM (highest dose often 46.1 µM), for inactives: at the highest dose growth rescue (activation), most hits filed as activators; 0.14% of 370,000 active; AID 652106; further: potency means the concentration at half of the fitted maximal effect; % of control where 0% means no effect; nearly all actives have a fitted effect of over 65% in size
#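 Rescue of yeast growth: cells expressing toxic alpha-synuclein, induced in galactose at OD600 0.02, incubated with compound 24 h at 30 C. ATP luminescence quantified growth; inhibitors of toxicity appear as activators.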
# FUS suppressor – FUS proteinopathy suppression in yeast; S. cerevisiae FUS-expressing, growth rescue, OD600, 24 h; Potency, µM (highest dose often 76.6 µM), without a hit: top-dose growth rescue (activation), most hits filed as activators; 0.24% of 390,000 active;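 further: potency means the concentration at half of the fitted maximal effect; plate controls were DMSO vehicle for no effect and reference control for full effect; nearly all actives have a fitted effect of over 55% in size; some results filed as inactive show a strong effect at the top dose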
#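 Restored growth of FUS-toxic S. cerevisiae, read as 600 nm absorbance after 24 h at 30C in galactose medium (starting OD 0.005). Controls CP55940 and DMSO.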
# D3 antag – blocks the human D3 dopamine receptor | max response, negative = inhibition, % | D3R cells, DiscoveRx beta-arrestin luminescence, antagonist mode; active compounds read low | AID 652054 | 2.5% of 360,000 active; in the data active means max response below about -50%; inconclusive means no clear call, values can overlap the other calls; further: on the % scale 0 is the no-effect control and ±100 the full control effect; mostly tested at two doses, the higher about 12 µM
#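 Cells expressing the human receptor were seeded at 1500 cells/well, incubated overnight at 37 degrees C in 5% CO2, then exposed to library compounds with dopamine controls for 90 minutes at 37 degrees C before luminescent detection.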
# EPAC2 antagonist – blocks human EPAC2 exchange factor; Potency, µM (highest dose often 114 µM), for inactives: top-dose activity, negative = inhibition, usual class: inhibitors; 0.18% of 360,000 active; Q8WZA2; AID 720708; EPAC2 GEF exchange of Rap1B-BODIPY-GDP, fluorescence; further: potency means the concentration at half of the fitted maximal effect; on the % scale 0 is the no-effect control and ±100 the full control effect; nearly all actives have a fitted effect of over 45% in size; many of its hits are not listed in these tables
# Active calls of the source: *; ? = inconclusive; · = not tested or not shown; [ ] = dose if it differs, or a comment. Unless noted, the call rests on the fitted dose curve; in most records, active means well fitted curve in the direction sought with a large enough effect; inconclusive means small, poorly fitted or top-dose-only effect, or another doubt; inactive means no such curve, though single readings can be large; an effect the other way counts as inactive or inconclusive. An excerpt. The share of hits here may be higher or lower than overall.
SMILES,DRD3 agonist,Abeta rescue,TDP43 rescue,EPAC2 agonist,aSyn yeast inh,FUS suppressor,D3 antag,EPAC2 antagonist
CC(=O)c1cccc(NC(=O)c2cc(-c3ccco3)on2)c1,-15,-5%,16%,4%,-3%,24%,-5,1%
COc1ccc(N2CCN(C(=O)COC(=O)CNC(=O)c3ccccc3)CC2)cc1,-10,-15%,13%,1%,-1%,·,?,5%
Cc1ccc(-c2cc(-c3ccccc3)[nH]c(=S)c2C#N)cc1,-4,6%,25%,-5%,-3%,10%,-13,1%
O=C(Cn1c2c(sc1=O)C1c3ccccc3OCC1CS2)Nc1ccc(Cl)c(Cl)c1 (stereo not given),-2,?,-4%,14%,5%,19%,?,-7%
CCN(C[C@H]1N[C@@](Cc2ccccc2)(C(=O)OC)[C@H]2C(=O)N(C)C(=O)[C@@H]12)C(=O)c1ccc(C(C)(C)C)cc1,9,8%,8%,-2%,2%,18%,21,-6%
CC(C)(CNS(=O)(=O)c1ccc(F)cc1)CNS(=O)(=O)c1ccc(F)cc1,0,12%,8%,5%,-1%,-1%,2,7%
CCN(CC)CCNC(=O)c1ccc(NC(=O)Cc2ccsc2)cc1,0,-17%,-7%,2%,6%,-26%,5,12%
Cc1cc(-n2c(C)cc(C(=O)COc3ccc(Cl)cc3C(N)=O)c2C)no1,-11,-5%,10%,-5%,-4%,9%,5,5%
COc1ccc(S(=O)(=O)N(CC(N)=O)C2CCCCC2)cc1Cl,-1,11%,2%,-3%,-6%,-7%,6,-6%
CSc1cccc(NC(=O)C2CCN(S(=O)(=O)c3ccc(F)cc3)CC2)c1,-3,10%,-10%,10%,?,-2%,-28,-5%
CCc1nc(Nc2ccc3c(c2)OCO3)c2oc3ccccc3c2n1,4,-6%,19%,3%,-12%,·,35,-13%
CC(C)OCCCNS(=O)(=O)c1ccc2ccccc2c1,-1,24%,?,5%,5%,16%,18,5%
CC(C)C[C@H](NC(=O)c1nc[nH]c1C(=O)NCC(=O)OCc1ccccc1)C(=O)OC(C)(C)C,9,5%,-1%,-12%,6%,?,25,-8%
O=C(c1ccc(CSc2ccc(Cl)cc2)o1)N1CCOCC1,5,5%,0%,3%,3%,1%,4,-25%
CCn1c(Cl)c(C=O)s/c1=N\S(=O)(=O)c1ccccc1,-24,17%,-2%,13%,-6%,4%,-122*,5%
CC(=O)Nc1c(NC(=O)CC#N)[nH]c2c(c1=O)c(=O)n(C)c(=O)n2C,-6,-7%,-31%[inhibitor],6%,-6%,7%,-3,-2%
Cn1ccnc1SCC(=O)Nc1cccc([N+](=O)[O-])c1,0,1%,10%,-7%,5%,-6%,13,-7%
COc1ccc(CNC(=O)CN(CCC(C)C)S(=O)(=O)c2ccc3c(c2)OCCO3)cc1,3,-1%,13%,-4%,4%,?,12,-15%
Cc1ccc(-n2c(=O)c3c4c(sc3n(Cc3ccccc3C)c2=O)CCC4)cc1C,-15,-2%,21%,·,·,-8%,·,·
CCC1Nc2ncnc(N3CCc4ccccc4C3)c2N(Cc2ccc(Cl)cc2)C1=O (stereo not given),-24,6%,7%,6%,17%,?,-8,-5%
CCc1ccc(N2CCN(CCNC(=O)Nc3ccc(OC)cc3)CC2)cc1,1,5%,18%,1%,2%,-20%,8,10%
C/C(=N\OC(=O)c1ccc(OC(C)C)cc1)c1ccc(C)c(C)c1,-1,34%,-10%,6%,-12%,24%,-3,-2%
O=C(Nc1ccc(N2CCN(C(=O)c3ccc(Cl)cc3)CC2)cc1)c1cccnc1,-4,11%,-2%,4%,-9%,13%,0,-9%[57.1 µM]
O=C(CCSc1ccc(Br)cc1)Nc1cccnc1,-3,21%,-10%,11%,5%,13%,-14,-22%
O=[N+]([O-])c1ccc(O)c(-c2ccnc3cc(-c4ccccc4)nn23)c1,4,-10%,13%,·,·,21%,·,·
SMILES,DRD3 agonist,Abeta rescue,TDP43 rescue,EPAC2 agonist,aSyn yeast inh,FUS suppressor,D3 antag,EPAC2 antagonist
C=CCn1c(SCC(=O)NCc2ccccc2)nnc1C1CCCCC1,-2,-2%,-7%,?,-1%,3%,?,-8%
CCCCN(C(=O)c1cc(CC)c(C)s1)c1c(N)n(CCC)c(=O)[nH]c1=O,2,0%,16%,8%,11%,10%,18,5%
CCc1ccc(-c2cc(C(F)(F)F)n3nc(C(=O)Nc4c(C)nn(Cc5ccccc5C)c4C)cc3n2)s1,3,1%,-18%,8%,8%,16%,-21,-13%
O=C(CC1C[C@H](C(=O)N2CCOCC2)[C@@]2(CCC3CCCC3)c3[nH]c4ccccc4c3CCN2C1=O)NCCN1CCOCC1 (stereo not given in full),-18,-1%,4%,1%,2%,-10%,0,-2%
O=C(Nc1ccc(Cl)cc1)NC1CCS(=O)(=O)C1 (stereo not given),1,-7%,26%,-4%,-9%,25%,-14,15%
CCCNS(=O)(=O)c1ccc(OCC(=O)Nc2ccc3c(c2)OCCO3)c(C)c1,-13,4%,-2%,5%,-4%,10%,-8,-3%
Cc1ccccc1OCCSc1nnc(-c2ccncc2)n1C,-19,-4%,-8%,5%,0%,12%,13,0%
Cn1cc(S(=O)(=O)Nc2cccc3ccccc23)c(=O)n(C)c1=O,-2,8%,11%,-2%,3%,3%,-7,-4%
Cc1cnn(C(=O)c2ccccc2Br)c1,3,3%,5%,12%,3%,22%,-5,2%
CCCCn1c(N)c(N(CCOC)C(=O)CN(C)S(=O)(=O)c2ccc(Cl)cc2)c(=O)[nH]c1=O,4,5%,15%,-4%,7%,8%,10,15%
Cc1ccccc1S(=O)(=O)NC(=O)C1(C)CCN1C(=O)CC1CCCCC1 (stereo not given),2,-1%,?,-6%,8%,-10%,-5,13%
CCN(CC)S(=O)(=O)c1ccc(/C=C/C(=O)OCC(=O)NC(=O)C2COc3ccccc3O2)cc1 (stereo not given),6,-2%,-7%,-4%,5%,8%,-11,-1%
COc1ccc(CCN(C)C/C=C/c2ccccc2[N+](=O)[O-])cc1OC,-18,22%,12%,5%,-2%,7%,-60*,5%
Cc1nn(CC(=O)N2CCC(C)CC2)c(=O)c2cc3occc3n12,-6,-10%,9%,·,·,-10%,·,·
CC1CCN(CCOCCOc2ccc(Br)cc2Cl)CC1,-57,-2%,0%,-4%,12%,·,-75*,-1%
O=C(CSc1nnc(-c2ccccc2)n1C1CCCCC1)Nc1ccc(S(=O)(=O)Nc2ccccn2)cc1,7,18%,3%,?,-12%,14%,8,-7%
Cc1nn(CC(=O)Nc2ccc3c(c2)nc2n3CCOC2)c(=O)c2ccccc12,19,-10%,-26%,-6%,1%,11%,-17,9%
CC(=O)Nc1cccc(/C(C)=N/NC(=O)c2c(-c3ccccc3Cl)noc2C)c1,1,-14%,3%,8%,-5%,7%,62,-3%
Cc1cccc(N2CCN(S(=O)(=O)c3cc(C(=O)Nc4ccc(Oc5ccccc5)cc4)ccc3F)CC2)c1C,2,-8%,1%,·,·,11%,·,·
COc1ccc(C2=NOC(C(=O)Nc3ccc(C)cc3)C2)cc1OC (stereo not given),0,-8%,1%,6%,5%,29%,-21,3%
COc1ccc(-n2nc(C(=O)NCC(=O)N3CCN(Cc4ccccc4)CC3)c3ccccc3c2=O)c(OC)c1,2,2%,-10%,8%,6%,24%,8,-13%
Cc1ccccc1Nc1nc(N)nc(CN2CCN(Cc3ccc4c(c3)OCO4)CC2)n1,-8,12%,-5%,1%,0%,7%,-5,-2%
COc1ccc(NC(=O)C/C(C)=N/NC(=O)c2cccs2)c([N+](=O)[O-])c1,-9,-25%,-9%,3%,4%,?,-27,-10%
O=S(=O)(c1ccccc1)N1CCN=C1SCc1ccc(Cl)cc1,8,0%,?,16%,4%,0%,-25,-18%
CN(C)c1cccc2c1c(NC(=O)Nc1ccc(Cl)cc1Cl)nn2C,0,19%,5%,2%,-1%,11%,34,-16%

# Entries of single compounds, looked up by structure:
# `O=S(=O)(c1ccccc1)N1CCN=C1SCc1ccc(Cl)cc1` in the list: DRD3 agonist = 8; Abeta rescue = 0%; TDP43 rescue = ?; EPAC2 agonist = 16%; aSyn yeast inh = 4%; FUS suppressor = 0%; D3 antag = -25; EPAC2 antagonist = -18%
# `Cc1cccc(N2CCN(S(=O)(=O)c3cc(C(=O)Nc4ccc(Oc5ccccc5)cc4)ccc3F)CC2)c1C` in the list: DRD3 agonist = 2; Abeta rescue = -8%; TDP43 rescue = 1%; EPAC2 agonist = ·; aSyn yeast inh = ·; FUS suppressor = 11%; D3 antag = ·; EPAC2 antagonist = ·

# Following part
SMILES,DRD3 agonist,Abeta rescue,TDP43 rescue,EPAC2 agonist,aSyn yeast inh,FUS suppressor,D3 antag,EPAC2 antagonist
CC(C)CNC(=O)CN(c1cccc(Cl)c1)S(C)(=O)=O,2,-13%,-29%,1%,-4%,13%,-20,3%
N#Cc1sc(NCc2ccccc2)nc1Cl,5,10%,8%,0%,11%,2%,5,-1%
O=C(c1ccc2c(=O)n3c(nc2c1)CCCCC3)N1CCN(c2ccccc2F)CC1,-2,-8%,18%,11%,0%,24%,-12,2%
COC(=O)c1cccc(NC(=O)c2cccc([N+](=O)[O-])c2)c1,4,25%,13µM*,-1%,0%,-6%,-2,3%
COc1ccc(-c2cnnn2-c2ccc(NC(=O)c3ccccc3OC)cc2)cc1,-20,13%,5%,·,·,16%,·,·
CCOC(=O)c1c(NC(C)=O)no[n+]1[O-],4,3%,10%,1%,1%,7%,11,1%
COCc1nc(-c2cc(OC)c(OC)c(OC)c2)no1,-3,9%,0%,-1%,3%,3%,-2,-4%
CN1C2CCC1/C(=C\c1ccccc1)C(=O)/C2=C\c1ccccc1,-2,29%,3%,14%,-2%,22%,-23,-1%
O=c1nc(-c2ccccc2)cn[nH]1,-1,-19%,-9%,-4%,-6%,6%,?,7%
CCOC(=O)C1CCCN(C(=O)c2ccncc2)CC1 (stereo not given),-3,-14%,13%,17%,-4%,-25%,0,10%
CC1CC(C)CN(C(=O)COC(=O)C2CCN(S(=O)(=O)c3c(Cl)cccc3Cl)CC2)C1 (stereo not given),-23,1%,23%,23%,1%,34%,-19,2%
Cc1ccc(S(=O)(=O)N(CC(=O)N2CCCCC2)c2cccc(C)c2)cc1,-5,-4%,-16%,13%,14%,?,37,-12%
Cc1ccc(-n2ncc(C#N)c2/N=C/N2CCOCC2)cc1,-3,-14%,4%,6%,-5%,11%,11,16%
Cc1ccc(-n2nc(C)c3c(C(=O)OCC(=O)N(C)C4CCS(=O)(=O)C4)cc(-c4ccccc4)nc32)cc1 (stereo not given),2,-4%,28%,-4%,16%,10%,-3,4%
